MEKK3 PB1 HTS – modulators of MEKK3-MEK5 PB1 binding, primary screen, biochemical, wildtype MEKK3, multiplex bead flow cytometry, Alexa488-MEK5 | Mitogen-activated protein kinase kinase kinase 3 (Homo sapiens), Q99759 | bead-based flow cytometry, Alexa488-MEK5 binding to MEKK3; actives lie on both sides; 0 = blocked by unlabeled MEK5, 100 = vehicle | binding response (% of control), % at 10 µM | 290,000 tested, 1.4% active | AID 1529, 2009;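 active = binding response more than 3 SD above or below the average of its plate-row segment, actives on both sides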;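 note: Alexa488 bead fluorescence after subtracting the streptavidin-only scavenger bead signal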
CHRM4 PAM – human M4 muscarinic receptor positive allosteric modulators, primary screen, CHO-K1 cells, Fluo-8 calcium fluorescence | CHO-K1 hM4/Gqi5, ACh EC20; 0% = ACh EC20, 100% = maximal ACh | activation, % at 3 µM | 360,000 tested, 0.4% active | AID 624126, 2012;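 active = activation above its plate's cutoff, the mean activation of sample wells plus 3 SD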; note: some results filed as inactive read as strong as hits
CRFBP-R2 agonist – agonists of CRF-BP/CRF-R2 complex, primary screen, cell-based, HEK293, calcium dye fluorescence, uHTS; CRF-binding protein / CRF receptor 2 complex (human); calcium dye fluorescence (FLIPR); percent of saturating CRF peptide response; activation, % at 13.2 µM; 350,000 tested, 0.46% active; AID 588473, 2011;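 active = activation of at least 50%, plus an integration ratio under a set limit after plate pattern correction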;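 note: plate controls were neutral control wells without compound for no effect and CRF at EC100 for full effect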
GalR3 antagonist – GalR3 antagonists in HEK293 cells, primary screen, cell-based, fluorescence readout; inhibition, % at 3 µM; 360,000 tested, 0.44% active; HEK293 GalR3-CNG cAMP membrane potential fluorescence; galR3 body fused to GalR1 C-terminus; AID 651719, 2012; Galanin receptor type 3 (Homo sapiens), O60755;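 active = inhibition above the screen-wide average plus 3 SD, cut at about 13% in these data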;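 note: forskolin and galanin both at EC90 stimulate the cells; cAMP rise reported by CNG channel membrane potential dye signal; 0% = forskolin plus galanin with DMSO and 100% = forskolin alone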
IDE inh – human IDE inhibitors in live cells, primary screen, fluorescence polarization, HEK cells, FAbetaB substrate; Insulin-degrading enzyme (Homo sapiens), P14735; FAbetaB cleavage; inhibition, % at 5.59 µM; 320,000 tested, 0.41% active;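 active = percent inhibition above the average of all tested compounds plus 3 SD, set per screening campaign, cut at about 16% in these data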;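 note: IDE supplied by intact live HEK cells; FP after avidin binding of uncleaved biotin substrate so inhibition keeps polarization high; 0% = DMSO wells and 100% = 60 µM reference IDE inhibitor Ii1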
CRFBP-R2 block – antagonists of CRF-BP/CRF-R2 complex, primary screen, cell-based, HEK293, calcium dye fluorescence, uHTS; CRF-induced calcium fluorescence; inhibition, % at 11.8 µM; 350,000 tested, 0.59% active;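 active = inhibition of the ligand-induced calcium signal above about 50% at the single tested concentration, limit read from the data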
PHOSPHO1 inh – PubChem AID 1565; Phosphoethanolamine/phosphocholine phosphatase (Homo sapiens), Q8TCT1; recombinant PHOSPHO1, absorbance phosphatase assay; inhibition, % at 13.3 µM; 290,000 tested, 1.1% active; in the data active = inhibition above about 60%
IDE cell activ – human IDE activators in live cells, primary screen, fluorescence polarization, HEK cells, FAbeta-B substrate; 340,000 tested, 0.073% active; Insulin-degrading enzyme (Homo sapiens), P14735; FAbeta-B cleavage; 0% vehicle, 100% cell-free pure enzyme wells; activation, % at 5.96 µM;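 active = activation above the mean of all tested compounds plus 3 SD, set per screening campaign, cut at about 17% in these data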
pCIP destab – p/CIP-EGFP fusion destabilizers, primary screen, fluorescence, F442A cells; 290,000 tested, 0.01% active; Q05BA5; AID 1984, 2009; 16 h; decrease of EGFP signal, % at 10 µM;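 active = EGFP signal decrease of at least 30% at 10 µM or well 3 SD below plate mean, unless failing retest; inactive = the rest, including hits failing retest or dose response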; note: some compounds called inactive have numbers as strong as hits; many of its hits are not listed in these tables
Active calls of the source: *; · = no result given.

SMILES	CRFBP-R2 agonist	IDE cell activ	MEKK3 PB1 HTS	GalR3 antagonist	CRFBP-R2 block	pCIP destab	CHRM4 PAM	IDE inh	PHOSPHO1 inh
O=C(COc1ccc(Br)cc1CO)Nc1ccccc1	1.1	8	100	-5	6	-10	1	5	15
CCc1cc2cc3c(cc2nc1SCC(=O)Nc1c[nH]c(=O)[nH]c1=O)OCO3	-1.6	-1	99	-8	10	-17	-2	3	28
CCn1c2ccccc2c2cc(NC(=O)c3ccc([N+](=O)[O-])cc3)ccc21	-2.4	-4	105	-1	3	0	1	3	-16
CC12CCC(C(=O)Nc3cc(Cl)ccc3Cl)(C/C1=N\O)C2(C)C (stereo unspecified)	-0.5	6	92	-2	-13	-8	14	1	16
COc1ccc(-n2nc3c(c2NC(=O)c2c(-c4ccccc4Cl)noc2C)CS(=O)(=O)C3)cc1	3.1	2	·	-8	1	2	3	1	10
CN/C(=C/[N+](=O)[O-])NCCSCc1csc(CN(C)C)n1	0.3	5	·	-2	5	·	1	1	·
COc1ccc(C2=NNC(=O)C2(C)Br)cc1 (stereo unspecified)	-2.8	6	·	1	2	·	1	·	·
CC(Cc1ccccc1)C(=O)Nc1ccccc1 (stereo unspecified)	-3.4	3	92	-3	-10	-1	2	8	-1
CCCCCC(C)n1[nH]c(=O)cc1N (stereo unspecified)	1.2	5	99	-2	9	-6	2	3	3
CS(=O)(=O)N(CC(=O)N1CCC(C(N)=O)CC1)c1ccc(Cl)c(C(F)(F)F)c1	-1.6	7	101	-7	5	2	10	7	5
COc1ccc(S(=O)(=O)N(C)C)cc1NC(=O)c1ccc2c(c1)NC(=O)C(C)S2 (stereo unspecified)	37	6	·	-3	-5	·	-1	-1	·
N#CC(c1ccc(O)cc1)N1CCOCC1 (stereo unspecified)	-2.8	3	79	-2	6	-17	-1	0	-9
COc1cccc(OC(=O)c2ccccc2)c1OC(=O)c1ccccc1	0.5	-5	·	-1	9	·	4	·	·
CCC(=O)Nc1ccc(C(=O)CN2CCC(C)CC2)cc1	·	·	107	·	·	-2	·	2	-1
COc1cccc(-c2cccc(NC(=O)C3CCN(Cc4nccs4)CC3)c2)c1	0.1	0	99	2	0	3	9	3	19

An excerpt from above in order of number of heavy atoms, largest number first:
SMILES	CRFBP-R2 agonist	IDE cell activ	MEKK3 PB1 HTS	GalR3 antagonist	CRFBP-R2 block	pCIP destab	CHRM4 PAM	IDE inh	PHOSPHO1 inh
COc1ccc(-n2nc3c(c2NC(=O)c2c(-c4ccccc4Cl)noc2C)CS(=O)(=O)C3)cc1	3.1	2	·	-8	1	2	3	1	10
COc1cccc(-c2cccc(NC(=O)C3CCN(Cc4nccs4)CC3)c2)c1	0.1	0	99	2	0	3	9	3	19
CN/C(=C/[N+](=O)[O-])NCCSCc1csc(CN(C)C)n1	0.3	5	·	-2	5	·	1	1	·

More results:
SMILES	CRFBP-R2 agonist	IDE cell activ	MEKK3 PB1 HTS	GalR3 antagonist	CRFBP-R2 block	pCIP destab	CHRM4 PAM	IDE inh	PHOSPHO1 inh
CCN(CC)S(=O)(=O)c1cccc(NC(=O)c2ccc(S(=O)(=O)N3CCCC3)cc2)c1	4.4	0	·	-8	-9	·	-12	·	·
O=C1OC(c2ccc(Br)cc2)=N/C1=C\c1ccco1	-1.3	·	119	-3	5	15	8	3	20
Cc1ccc(N2C(=O)CC(NNC(=O)c3cccc(S(=O)(=O)N4CCCC4)c3)C2=O)cc1 (stereo unspecified)	-0.8	4	102	0	-5	1	8	-3	-10
COc1ccc(N2CCN(C(=O)Cc3ccc(Cl)cc3)CC2)cc1	0.0	-6	102	-1	-4	-15	-1	5	22
CCNC(=O)c1ccccc1NC(=O)c1cccc(S(=O)(=O)N2CCOCC2)c1	-1.4	4	94	4	-11	-10	-7	-4	-5
CNS(=O)(=O)c1cccc(C(=O)NCC2(N3CCOCC3)CCCCC2)c1	-1.6	5	102	0	-4	15	-9	-8	23
COC(=O)Cc1nc2ccccc2[nH]1	-1.9	4	109	-3	-1	-3	4	2	-1
CS(=O)(=O)N(CC(=O)N/N=C/c1cccc2c1OCCO2)c1ccccc1Br	-0.2	1	108	-5	-14	-5	5	3	60*
Cc1ccc(NC(=O)c2ccc3c(c2)NC(=O)CS3)nc1	1.4	1	·	-4	0	·	14	3	·
O=C(NCC(=O)N1CCC2(CC1)NCCc1[nH]cnc12)c1cccc(Cl)c1	-0.8	2	103	-7	1	-2	1	2	18
COc1ccc(NC(=O)CSc2nnnn2-c2ccc(OC)cc2)cc1	-1.9	6	·	3	4	-4	0	-5	35
Cc1ccc(S(=O)(=O)N(C)C)cc1NC(=S)NCc1ccco1	0.1	-5	103	-3	4	-11	-6	-3	-5
Cn1cc(/C=C(\NC(=O)c2ccccc2Cl)C(=O)N2CCOCC2)c2ccccc21	0.4	6	98	0	21	4	-7	0	20
CN(C)C(=O)c1cc(S(=O)(=O)N(C)C)c(Cl)cc1N1CCCC1	-0.2	2	101	0	10	1	2	4	-11
CN(C)CC(C)(C)CNS(=O)(=O)c1ccc(OC(F)(F)F)cc1	-1.1	-1	94	0	-1	-6	0	-3	20
CN(CC(=O)Nc1cccc(F)c1)C(=O)Cc1n[nH]c(=O)c2ccccc12	-0.7	3	·	-5	-7	·	-2	1	·
COc1ccc(CC(=O)c2cc(OC)c(OC)cc2CC(=O)O)cc1OC	1.9	-2	101	-4	2	-1	10	1	25
O=c1[nH]cnc(O)c1Nc1cccc(Cl)c1	0.7	-5	·	-6	-17	·	2	·	·
O=C(c1cn(-c2ccccc2)nc1-c1cccnc1)N1CCCCC1	-0.5	5	101	-4	-3	0	-9	-1	4
CC(=O)N1CCc2cc(S(=O)(=O)NC(C(=O)NCc3ccccc3)C(C)C)ccc21 (stereo unspecified)	-1.0	12	98	5	-2	11	2	-7	22
O=C(NC1CCN(Cc2ccccc2)CC1)c1cccc(NS(=O)(=O)c2ccc(Br)cc2)c1	4.4	1	·	-7	-19	·	-2	·	·
CC(Cc1cccnc1)NC(=O)c1cc(COc2c(F)cccc2F)on1 (stereo unspecified)	-0.8	2	104	-4	20	-2	3	-7	24
Oc1ccc2c(ccc3[nH]cnc32)c1	-2.5	3	108	-7	22	-3	-1	3	-10
C=CCn1c(O)c(N=NC(=S)Nc2ccc(OC)c(Cl)c2)c2ccccc21	-1.4	-9	92	-3	5	6	-5	4	7
O=C(N[C@@H](Cc1ccccc1)C(=O)N1CCN(S(=O)(=O)c2ccc(F)cc2)CC1)c1ccco1	0.4	-2	·	-2	-8	·	-5	·	·
CN=C(Nc1cccc(Cl)c1)SC1CC(=O)N(c2ccc(OC)cc2)C1=O (stereo unspecified)	-0.2	·	103	-3	6	-6	-8	4	20
CCSC1=C(C#N)C(c2ccc(OC)c(OC)c2)CC(=O)N1 (stereo unspecified)	-0.2	7	100	1	10	0	3	4	32
CCn1c(Cc2ccccc2)nnc1SCC(=O)Nc1ccccc1	-1.1	2	99	-4	-7	0	7	3	17
O=C1NN(c2ccccc2)C(=O)C1=Cc1ccccc1O	18	·	·	-4	-58	·	-1	·	·
Cc1cc(C)n2cc(CSc3ncn[nH]3)nc2n1	2.4	0	105	-4	-14	6	-6	6	-27
CC1CCCC(C)N1C(=O)COC(=O)CN1C(=O)c2ccccc2C1=O (stereo unspecified)	21	3	·	-4	-29	·	6	-3	·
COc1ccc(-c2cc(C(=O)N3CCN(c4ccccc4F)CC3)c3ccccc3n2)c(OC)c1	4.0	-3	108	-1	-22	-10	-3	-1	·
O=C(N1CCOCC1)C1(c2ccccc2)CCCCC1	-0.3	0	107	-3	4	-17	2	0	14
COc1ccc(C(=O)NC(=S)N2CCCC2)cc1	0.7	6	102	0	-9	6	8	4	-72
O=C(O)c1cc(N/C(=N\S(=O)(=O)c2ccc(F)cc2)c2ccccc2)ccc1O	-0.9	-4	·	-1	15	·	4	·	·
Cc1cccnc1NC(=O)COc1ccc2c(c1)CCC2	-0.8	8	·	-3	-5	·	7	2	·
CCC/C=N/NC(=O)c1cc(Br)ccc1O	-2.8	3	85	2	25	-9	3	-1	-12
O=C(NS(=O)(=O)c1ccccc1)c1ccccc1O	0.6	2	101	1	0	4	8	3	18
N#Cc1c(-c2ccccc2)cc(-c2ccc(O)cc2)nc1N	0.1	2	102	-4	-7	10	-3	8	14
O=C(CSc1nnc(Cc2ccsc2)o1)c1ccccc1	-3.4	·	101	-6	15	-1	-1	-3	12
COc1cc(C(=O)NCCN2C(=O)S/C(=C\c3cccs3)C2=O)cc(OC)c1OC	1.6	-9	105	5	5	-7	-6	0	34
CCCn1c(=S)[nH]c2cc(C(=O)N3CCN(C)CC3)ccc2c1=O	-1.2	·	·	-5	2	·	1	·	·
CC(C)NC(=O)N(Cc1ccccc1)Cc1cccs1	-2.4	3	95	-2	-2	-2	-7	9	12
COc1ccc(CSCC(=O)N/N=C/c2ccc(OCC(=O)N3CCCCC3)cc2)cc1	0.2	2	·	-3	-3	7	-1	-2	-38
COc1ccccc1CC(=O)Nc1ccc(S(=O)(=O)N(C)C2CCN(C)CC2)cc1	-0.1	4	·	-3	-2	·	8	-3	·
CC(C)NC(=O)N1CC(c2ccccc2)C(c2ccc(Cl)cc2)=N1 (stereo unspecified)	-4.0	-1	106	-10	-10	-4	-15	3	3
CC1CN(C(=O)CCC(=O)NCc2ccccn2)c2ccccc2O1 (stereo unspecified)	2.1	0	100	·	-12	12	5	-1	-14
Cc1nc([N+](=O)[O-])cn1-c1ccc(N)cc1	-0.6	4	101	-1	5	-8	-1	3	4
CN1/C(=C\C(=O)Nc2cccnc2)c2ccccc2CC1(C)C	-2.2	-3	·	3	0	9	-3	0	-13
O=[N+]([O-])c1ccc(Cl)c(/C=N/N2CCN(Cc3ccccc3Cl)CC2)c1	0.8	4	117	-3	0	6	-5	3	-14
COc1ccc(/C=C/C(=O)Oc2ccc(/C=N/NC(=O)c3ccccc3)cc2)cc1OC	0.6	-2	138*	-9	-16	1	-9	10	-2
O=C(CN(Cc1ccccc1)C(=O)c1csnn1)NCc1ccccc1	-1.6	3	127	-5	20	-10	-3	-10	4
COc1ccc(N2CCN(C(=O)c3ccc(Cn4nc(C)c([N+](=O)[O-])c4C)o3)CC2)cc1	5.2	-3	105	0	14	-11	-9	·	·
CC(Oc1cccc2cccnc12)C(=O)N/N=C/c1ccccc1 (stereo unspecified)	-0.7	-2	100	-5	5	4	-8	10	-22
CCOC(=O)c1ccc(NC(=S)N(CCN(C)C)C(C)c2ccncc2)cc1 (stereo unspecified)	0.4	4	107	-8	2	-18	2	0	22
COc1ccc(NC(=O)[C@@H](NC(=O)N2C[C@H]3C[C@@H](C2)c2cccc(=O)n2C3)C(C)C)cc1OC	-0.7	5	101	-3	1	-5	6	0	34
C=C(c1ccccc1C)[n+]1ccccc1	1.0	0	105	-6	-1	-2	-2	-18	-24
C[C@H](NC(=O)c1nc[nH]c1C(=O)N[C@@H](C)C(=O)OC(C)(C)C)C(=O)OC(C)(C)C	1.6	1	98	-1	10	-9	11	3	18

Screening data: PubChem BioAssay, several laboratories
